Assay outcomes deposited in PubChem by National Center for Advancing Translational Sciences (NCATS).
PKM2 act: activators of human pyruvate kinase M2 | P14618 | purified PKM2, Kinase-Glo ATP luminescence, activation; response scale: 0% is enzyme alone, no compound | Potency, µM (series often up to 57.5 µM), without a hit: at the top dose activation, usual class: activators | 0.34% of 260,000 active | AID 1631; also: potency is read from the fitted curve at half-maximal effect; % is scaled to controls: 0 for no effect and ±100 for the full control effect; nearly all actives have a fitted effect of over 55% in size
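hPK-M2, >95% pure; 0.1 mM ADP / 0.5 mM PEP final; imidazole pH7.2 buffer w/ 7 mM MgCl2, 50 mM KCl; 1 h RT; Kinase-Glo lum. Intermediate enzyme activity for dual inhibitor/activator qHTS.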
TSG101-PTAP inh: blocks PTAP/TSG101 interaction to inhibit HIV-1 budding; Q99816; Fluorescence polarization, FITC-PTAP peptide / Tsg101 binding; Potency, µM (series often up to 115 µM), inactives show at the highest dose activity change, negative = inhibition, actives largely listed as inhibitors; 340,000 tested, under 10 active; active = well fitted inhibition curve with a large enough effect in the main read-out, with a control signal flat, not every such curve was filed as active; inconclusive = small, poorly fitted or top-dose-only effect, or effect the other way, or a change in a side signal; inactive = no such curve, though single readings can be large or run the other way; also: potency is read from the fitted curve at half-maximal effect; % of control where 0% means no effect
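FP read-out: FITC-PTAP peptide, 50 nM final, binding Tsg101 binding domain, 10 uM final; 20 min, r.t.; 10 mM HEPES pH 7.5, 0.15 M NaCl, 0.01% Tween 20, 3 mM EDTA, 0.1 mM TCEP.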
B2AR arrestin: recruits beta-arrestin to the human beta2-adrenergic receptor | beta-arrestin recruitment to beta2AR, cell-based reporter | P07550 | 0.02% of 330,000 active | Potency, µM (series often up to 46.1 µM), for inactives: at the highest dose activation, hits mostly activators;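 also: potency is read from the fitted curve at half-maximal effect; 0% = DMSO controls and full agonism = EC100 isoproterenol or metaproterenol; nearly all actives have a fitted effect of over 65% in size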
Target sequence (P07550 whole entry, looked up): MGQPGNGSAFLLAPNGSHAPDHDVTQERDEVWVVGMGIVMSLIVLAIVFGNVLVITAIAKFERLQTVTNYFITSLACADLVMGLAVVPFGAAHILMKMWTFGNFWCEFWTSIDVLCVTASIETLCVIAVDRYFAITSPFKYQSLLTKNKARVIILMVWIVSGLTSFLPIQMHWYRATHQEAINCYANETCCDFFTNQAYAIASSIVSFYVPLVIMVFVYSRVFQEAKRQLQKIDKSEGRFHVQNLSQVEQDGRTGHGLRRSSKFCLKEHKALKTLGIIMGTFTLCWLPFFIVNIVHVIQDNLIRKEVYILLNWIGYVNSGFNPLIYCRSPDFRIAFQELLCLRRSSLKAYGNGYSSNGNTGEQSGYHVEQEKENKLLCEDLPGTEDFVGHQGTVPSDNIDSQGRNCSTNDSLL
GALK inhibitor: blocks human galactokinase activity. Purified GALK, Kinase-Glo residual ATP luminescence. Potency, µM (top dose mostly 57.5 µM), for the others: at the highest dose activity change, negative = inhibition, actives largely listed as inhibitors. 0.007% of 270,000 active. AID 1868; also: potency is read from the fitted curve at half-maximal effect; % is scaled to controls: 0 for no effect and ±100 for the full control effect
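GALK at 5 nM final was combined with compound, 35 uM ATP and 100 uM galactose in HEPES pH8.0 with MgCl2 and DTT. The reaction ran one hour at room temperature before luminescent ATP detection.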
Tb PFK block: blocks T. brucei phosphofructokinase; O15648; T. brucei PFK, ADP-Glo luminescence; Potency, µM (series often up to 57.5 µM), for the others: at the top dose activity, negative = inhibition, hits mostly inhibitors; 0.17% of 330,000 active; AID 485367;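 also: potency is read from the fitted curve at half-maximal effect; 0% = uninhibited 1x PFK enzyme wells and -100% = no-enzyme wells; nearly all actives have a fitted effect of over 60% in size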
Target sequence (O15648 whole entry, looked up): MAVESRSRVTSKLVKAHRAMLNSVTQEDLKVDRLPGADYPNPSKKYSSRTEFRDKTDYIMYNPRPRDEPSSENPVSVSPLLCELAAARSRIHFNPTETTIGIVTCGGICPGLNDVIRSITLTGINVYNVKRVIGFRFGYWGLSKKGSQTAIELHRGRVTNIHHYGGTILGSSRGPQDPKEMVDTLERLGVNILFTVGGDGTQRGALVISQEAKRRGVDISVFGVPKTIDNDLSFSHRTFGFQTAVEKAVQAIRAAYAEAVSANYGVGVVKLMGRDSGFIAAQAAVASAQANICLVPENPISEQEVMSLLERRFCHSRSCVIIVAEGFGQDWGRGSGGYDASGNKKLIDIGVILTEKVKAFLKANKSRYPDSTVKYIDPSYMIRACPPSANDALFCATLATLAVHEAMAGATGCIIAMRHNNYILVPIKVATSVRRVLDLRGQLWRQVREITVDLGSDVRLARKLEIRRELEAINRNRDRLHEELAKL
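ADP-Glo luminescence quantified ADP after 45 min at room temperature, with 1.25 nM T. brucei PFK, 0.1 mM ATP and 0.5 mM fructose-6-phosphate in pH 8.0 TEA buffer. qHTS titrations up to 57 µM; curves classified by quality.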
BCR signal inh: inhibitors of chronic active B-cell receptor signaling | ABC-DLBCL IkBa-CBG/CBR reporter, luminescence ratio, 4 h | Potency, µM (titrated, usually from 46.1 µM), without a hit: at the top dose ratio change, negative = lower green/red ratio, most hits filed as inhibitors | 0.05% of 340,000 active | AID 493014; active = well fitted inhibition curve with a large enough effect in the signal ratio, with a control signal flat, not every such curve was filed as active; inconclusive = small, poorly fitted or top-dose-only effect, or effect the other way, or a change in a side signal; the % refers to the signal ratio;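 also: potency is read from the fitted curve at half-maximal effect; plate controls were basal doxycycline-induced cells for no effect and cells given 10 µM MG132 for full effect; MG132 reads +100%, hits lower the ratio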
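Compounds up to 46 uM were incubated four hours with TMD8 cells whose green CBG68 luciferase is fused to IkappaBalpha; red CBR luminescence normalised the signal, and concentration-effect curves were fitted to fusion, red and ratio data.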
Giardia killer: kills Giardia lamblia. 0.15% of 340,000 active. Giardia lamblia trophozoite viability. activity change, % at 7.66 µM, hits read low; in the data active = activity change below about -80%; inconclusive = between about -30% and that limit;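 also: parasites exposed to compound for two days anaerobically before the ATP read; % is scaled to controls: 0 for no effect and ±100 for the full control effect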
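Killing of trophozoites was scored by loss of ATP luminescence after a 48 hrs anaerobic exposure to compounds at 37 deg C, using 100 cells per well.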
S-ASM inh: blocks human secretory acid sphingomyelinase; placental ASM, HMU-PC fluorogenic substrate, 60 min; Potency, µM (highest dose often 57.5 µM), for inactives: at the highest dose activity change, negative = inhibition, most hits filed as inhibitors; 0.006% of 340,000 active; AID 504937; also: potency is read from the fitted curve at half-maximal effect
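Human placenta-derived ASM preincubated with compound 10 min at room temperature, then reacted with 9 uM (final) fluorogenic HMU-PC substrate for 60 min at 37 C. Stop solution raises pH to 10; fluorescence read at Ex 386/Em 447 nm.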
Menin-MLL TR inh: displaces Texas Red mutant MLL peptide from human menin; Potency, µM (series often up to 61.6 µM), inactives show top-dose FP activity change, negative = inhibition, hits mostly inhibitors; 0.23% of 270,000 active; O00255; Menin + Texas Red MLL mutant peptide, fluorescence polarization; AID 1768; active = well fitted inhibition curve with a large enough effect in the polarisation, with a control signal flat, not every such curve was filed as active; inconclusive = small, poorly fitted or top-dose-only effect, or effect the other way, or a change in a side signal; inactive = no such curve, though single readings can be large or run the other way; the % refers to the polarisation; also: potency is read from the fitted curve at half-maximal effect; % of control where 0% means no effect; many of its hits are not listed in these tables
Coupling enz: counter-screen for Giardia aldolase inhibitors: coupling enzyme system | coupling enzyme system counterscreen, AmpLite Red fluorescence | activity change, negative = inhibition, % at 58.2 µM, hits read low | 0.67% of 290,000 active | AID 2472; in the data active = activity change below about -30%; also: % is scaled to controls: 0 for no effect and ±100 for the full control effect
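Counterscreen of the coupled detection system alone, without aldolase: glyceraldehyde-3-phosphate coupling enzymes plus AmpLite Red readout. Compounds at 57.5 uM final, 10 min RT preincubation, 20 min RT reaction, fluorescence 525/598 nm.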
a7 integrin act: activates integrin-mediated alleviation for muscular dystrophy; 0.064% of 350,000 active; Potency, µM (top dose mostly 38.3 µM), for the others: top-dose activation, actives largely listed as activators; alpha7betagal myoblasts, beta-gal FDG fluorescence, 48 h;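 also: potency is read from the fitted curve at half-maximal effect; 100% = response of the positive control SU9516; nearly all actives have a fitted effect of over 60% in size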
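alpha7betagal+/- myoblasts (passage 13, 250/well) treated 48 h at 37C with compounds at 1:260 dilution of DMSO stock. Lysed, then beta-galactosidase activity read as FDG fluorescence (ex 480/em 540) after 30 min, with pre-read for autofluorescence.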
* hit, by the source's call; i = inactive; ? = inconclusive; . = not tested or not shown; [ ] = dose if it differs, or a comment. Unless noted, calls follow the shape of the dose curve; as a rule, active = well fitted curve in the direction sought with a large enough effect; inconclusive = small, poorly fitted or top-dose-only effect, or another doubt; inactive = no such curve, though single readings can be large; an effect the other way counts as inactive or inconclusive.

SMILES	PKM2 act	TSG101-PTAP inh	B2AR arrestin	GALK inhibitor	Tb PFK block	BCR signal inh	Giardia killer	S-ASM inh	Menin-MLL TR inh	Coupling enz	a7 integrin act
Cc1ccc(C2=NN(S(C)(=O)=O)C(c3cccs3)C2)cc1 (stereo not drawn)	-13%	-1%	0.4%	.	6%	16%	-11	-1%	2%	-3	-8%
CC(C)C[C@@H](CN(C)N=O)N(C[C@H](Cc1ccccc1)N(CCc1ccccc1)N=O)N=O	-1%	2%	-0.5%	2%	-1%	11%	-6	-1%	-4%	1	-24%
Cc1ccc(OC(=O)c2cccc(S(=O)(=O)N(C)C)c2)c(-n2nc3ccccc3n2)c1	5%	-1%	-0.6%	1%	-5%	?	11	-8%	8%	0	5%
CC1CCN(S(=O)(=O)c2cccc(C(=O)Nc3nccs3)c2)CC1	0%	-7%	-0.5%	-3%	1%	-2%	-12	-11%	?	3	-5%
CC(=O)Nc1ccc(NC(=O)CSc2ncc(C(=O)Nc3ccccc3)c(=O)n2C)cc1	.	2%	-0.1%	.	-2%	?	3	.	.	.	0%
Nn1c(SCC(=O)Nc2nc3ccccc3s2)nncc1=O	1%	0%	-0.5%	-4%	-9%	-1%	-19	-1%	3%	1	-10%
COCc1nc2ccccc2n1CCc1ccccc1	-2%[11.5 µM]	-9%	-0.6%	-1%	2%	-5%	-8	-2%	2%	-2	6%
CCOC(=O)c1c(C)[nH]c(C(=O)Cn2c(=O)c3c(ncn3CC)n(Cc3ccccc3)c2=O)c1C	1%	-2%	-0.7%	0%	-3%	?	2	-12%	17%	1	-12%
NCC1CC2c3ccccc3C1c1ccccc12 (stereo not drawn)	.	-3%	0.5%	5%	-1%	?	-3	3%	?	1	0%
CC(C)C(=O)NNC(=O)c1cc2sccc2s1	1%	-1%	-0.3%	.	-10%	4%	-9	0%	.	0	?
COc1ccccc1C/C(N)=N/OC(=O)c1ccco1	-1%	-11%	0.1%	4%	-1%	6%	21	3%	-1%	3	?
COc1ccc(OCC(=O)N2c3ccc(C)cc3C3CN(C)CCC32)cc1 (stereo not drawn)	-2%	-3%	-0.2%	12%	-4%	2%	-10	2%	-9%	2	-7%
COCCN1C(=O)/C(=C/c2ccc(OCc3ccc(C(=O)O)cc3)c(OC)c2)SC1=Nc1ccccc1	5%	-4%	-0.4%	.	0%	?	-7	-4%	?	7	3%
CCOC(=O)N1CCC(N(C(=O)Nc2ccc(Cl)c(Cl)c2)C(C)CC)CC1 (stereo not drawn)	1%	-4%	-0.2%	0%	24µM*	?	9	-16%	-8%	-4	-17%
COc1ccccc1/C=C(\C)C(=O)c1c(C)cc(C)[nH]c1=O	.	0%	-0.9%	1%	0%	-2%	-20	0%	-18%	0	-61%[inhibitor]
C=CCC(Nc1ccco1)c1ccccc1 (stereo not drawn)	-15%	-8%	0.0%	0%	-3%	3%	-20	-3%	-23%	-23	-4%
COC(=O)Nc1ccc([N+](=O)[O-])cc1OC	?	-3%	0.0%	0%	0%	8%	7	0%	-2%	1	10%
CC(C)NC(=O)C1CCN(C2CCN(C(=O)c3cc4c(s3)CCCCC4)CC2)CC1	3%	-4%	0.2%	0%	-3%	-1%	-4	3%	-22%	5	-43%[inhibitor]
CC1CCN(C2=NN3C(=N)/C(=C\c4ccc(OC(=O)c5ccco5)cc4)C(=O)N=C3S2)CC1	2%	-5%	-0.3%	.	-1%	5%	-12	-7%	?	4	16%
O=c1c2sccc2[nH]c(=S)n1Cc1ccccc1	-8%	-2%	0.4%	2%	0%	-7%	9	-4%	-19%	1	-22%
Cc1ccc2nc(SCC(=O)NC3CCCC3)[nH]c2c1	0%	2%	-0.1%	1%	-2%	3%	-1	3%	-10%	0	14%
CC(C)C(=O)Nc1cccc2nsnc12	-4%	-4%	-0.5%	0%	-1%	-1%	-6	9%	3%	-6	-50%
CCn1c(CCNC(=O)c2ccc(Cl)cc2Cl)n[nH]c1=S	-4%	-5%	0.0%	5%	0%	-7%	5	-2%	8%	2	20%[7.66 µM]
CCNc1nc(NCC)n2c(SCC(=O)N(CC)C3CCCCC3)nnc2n1	-7%	-1%	0.1%	3%	-1%	-1%	12	2%	-8%	1	28%
COCCn1c(=O)[nH]c(=O)c2c(C(F)(F)F)cc(-c3cccs3)nc21	10%	-1%	-0.1%	-3%	-4%	?	-21	i	-4%	1	24%
C#CCOCCOCCOCCNc1nc(N2CCN(C(=O)C([C@@H](C)O)n3cc([C@@H](N)CCCCN)nn3)CC2)nc(N2CCN(C(=O)[C@H](CCC(=O)O)n3cc([C@@H](N)CCCCN)nn3)CC2)n1 (stereo partly drawn)	.	-2%	0.3%	.	0%	0%	4	2%	.	.	-4%
Brc1cccc(OCCCCN2CCCCC2)c1	0%	-1%	0.1%	-2%	-12%	-7%	-10	-2%	8%	1	?
Cc1cc(/C=N/O)c(C)n1-c1ccc(Br)cc1	-11%	2%	-0.4%	3%	-1%	5%	?	0%	-9%	-2	15%
CCN(CC)S(=O)(=O)c1ccc(Cl)c(NC(=O)COC(=O)c2cc(-c3ccccc3Cl)nc3ccccc23)c1	-1%	1%	-0.9%	-1%	0%	?	6	-3%	-27%	2	4%
O=C(COc1ccccc1[N+](=O)[O-])NCC1(N2CCCCC2)CCCCC1	.	-4%	0.3%	.	-5%	-9%	-12	-1%	.	.	-41%
COc1ccc(C(=O)N2CCN(c3ncccn3)CC2)cc1[N+](=O)[O-]	0%	-11%	-0.3%	0%	1%	0%	-5	-3%	-3%	7	-6%
COc1cc2ccccc2cc1C(=O)Nc1ccc(Cl)cn1	1%	-7%	-0.5%	4%	5%	1%	13	12%	?	2	8%
COc1cc(C2=NOC(C(=O)Nc3cc(C)on3)C2)cc(OC)c1OC (stereo not drawn)	2%	-4%	-0.1%	4%	-10%	-3%	-3	-2%	.	1	31%
O=C(/C=C/c1ccc(F)cc1)NC(=S)Nc1ccccc1	.	-3%	-0.1%	1%	0%	3%	10	-12%	20%	-3	10%
C[C@H](NC(=O)c1nc[nH]c1C(=O)N[C@@H](CCCCNC(=O)OC(C)(C)C)C(=O)OC(C)(C)C)c1ccccc1	2%	.	0.1%	3%	-10%	-12%	-26	-4%	.	-10	-10%
O=C(CSc1ccccc1C(=O)NCc1ccccc1)NC1CCCCCCC1	12%	0%	5.6%	0%	0%	4%	-19	1%	?	1	-47%[inhibitor]
Cc1ccc(-n2nnnc2SCC(=O)NCCC2=CCCCC2)c(C)c1	2%	-2%	0.1%	1%	-5%	-14%	10	-1%	-7%	0	20%
CC(C)(C)c1cc(C(=O)NNc2cccc(Cl)c2)n(Cc2ccccc2)n1	-5%	-4%	0.0%	-2%	-15%	?	-15	-9%	.	0	-10%
Clc1ccccc1OCCN1CCCCC1	-10%	-2%	0.2%	2%	-9%	-1%	2	3%	-13%	2	-9%
Cc1c(C#N)c2ncn(CC#N)c(=O)c2n1-c1ccccc1	-6%	0%	0.6%	-2%	-1%	5%	-12	0%	11%	5	20%
COc1cc(-c2noc(CCC(=O)NC3CCCCC3)n2)cc(OC)c1OC	.	3%	0.0%	-1%	1%	5%	15	-1%	-22%	-1	-22%
COc1ccccc1C(=O)NNC(=O)c1cccc(Br)c1	-11%	-5%	-1.0%	-4%	0%	?	7	2%	0%	1	6%
Cc1cc(C)cc(N(CC(=O)NC2CCCCC2)C(=O)CCCC(=O)Nc2ccccn2)c1	3%	-5%	-0.3%	2%	-2%	?	-4	-1%	?	4	8%
Cc1[nH]c2ccccc2c1CCNS(=O)(=O)c1ccc(S(N)(=O)=O)cc1	.	-12%	-0.2%	1%	3%	-7%	5	-3%	26%	3	-19%
Cc1cc(C2=CC(=O)C[C@H](c3ccc4c(c3)OCO4)C2)ccc1F	.	.	-1.4%	.	4%	4%	4	-9%	.	.	6%
Cc1ccc(CNC(=O)COC(=O)c2c(C)noc2C)cc1	-2%	-8%	-0.3%	-6%	1%	10%	-12	2%	2%	0	-6%
COCC(=O)N1CCC(Oc2ccc(C(=O)NCCCn3cccn3)cc2)CC1	.	-1%	0.3%	-4%	1%	2%	-24	3%	.	.	-33%
COc1ccc(Cl)cc1NC(=O)CN(C)C(=O)CCNC(=O)c1ccccc1OC	.	-4%	-0.6%	.	11%	0%	-6	4%	.	.	5%

Only part of the results is shown, so the mix of outcomes need not match the whole.
